Source: PubChem (The Scripps Research Institute Molecular Screening Center)
ARFGAP1 inhibitor: inhibitors of rat ARFGAP1 GAP activity, primary screen, biochemical, fluorescence polarization, GDP tracer; inhibition, % at 16.5 µM; actives 0.26% (n = 360,000); Arfgap1-stimulated ARF1 GTP hydrolysis, GDP FP detection; ADP-ribosylation factor GTPase-activating protein 1 (Rattus norvegicus), Q62848; AID 651572, 2012;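 active = inhibition above a per-plate limit, mean inhibition of low control wells plus 3 SD, cut at about 25% in these data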;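 also: 0% = DMSO wells with enzyme and 100% = wells lacking Arfgap1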
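Material – truncated rat Arfgap1 GAP domain · Buffer or medium – HEPES-based buffer, pH 7.5 · Reagent – human ARF1(Δ1-17)-GTP substrate · Dosing – 16.5 µM single point, 1.26% DMSO · Schedule – GTP hydrolysis reaction 2 h at 25 °C · Technique – GDP detection by fluorescence polarization · Benchmarks – No-Arfgap1 wells (100%) versus DMSO full-reaction wells (0%) · Repeats – single replicate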
PLCb3 inh: human PLC-beta3 inhibitors, primary screen, biochemical, fluorescence. AID 720704, 2013. 1-phosphatidylinositol 4,5-bisphosphate phosphodiesterase beta-3 (Homo sapiens), Q01970. actives 0.18% (n = 370,000). Purified PLC-beta3, fluorogenic substrate. inhibition, % at 12.2 µM; in the data active = inhibition above about 11%;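 also: 0% = median of compound wells on plate and 100% = full blocker control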
Target sequence (Q01970 whole entry, looked up): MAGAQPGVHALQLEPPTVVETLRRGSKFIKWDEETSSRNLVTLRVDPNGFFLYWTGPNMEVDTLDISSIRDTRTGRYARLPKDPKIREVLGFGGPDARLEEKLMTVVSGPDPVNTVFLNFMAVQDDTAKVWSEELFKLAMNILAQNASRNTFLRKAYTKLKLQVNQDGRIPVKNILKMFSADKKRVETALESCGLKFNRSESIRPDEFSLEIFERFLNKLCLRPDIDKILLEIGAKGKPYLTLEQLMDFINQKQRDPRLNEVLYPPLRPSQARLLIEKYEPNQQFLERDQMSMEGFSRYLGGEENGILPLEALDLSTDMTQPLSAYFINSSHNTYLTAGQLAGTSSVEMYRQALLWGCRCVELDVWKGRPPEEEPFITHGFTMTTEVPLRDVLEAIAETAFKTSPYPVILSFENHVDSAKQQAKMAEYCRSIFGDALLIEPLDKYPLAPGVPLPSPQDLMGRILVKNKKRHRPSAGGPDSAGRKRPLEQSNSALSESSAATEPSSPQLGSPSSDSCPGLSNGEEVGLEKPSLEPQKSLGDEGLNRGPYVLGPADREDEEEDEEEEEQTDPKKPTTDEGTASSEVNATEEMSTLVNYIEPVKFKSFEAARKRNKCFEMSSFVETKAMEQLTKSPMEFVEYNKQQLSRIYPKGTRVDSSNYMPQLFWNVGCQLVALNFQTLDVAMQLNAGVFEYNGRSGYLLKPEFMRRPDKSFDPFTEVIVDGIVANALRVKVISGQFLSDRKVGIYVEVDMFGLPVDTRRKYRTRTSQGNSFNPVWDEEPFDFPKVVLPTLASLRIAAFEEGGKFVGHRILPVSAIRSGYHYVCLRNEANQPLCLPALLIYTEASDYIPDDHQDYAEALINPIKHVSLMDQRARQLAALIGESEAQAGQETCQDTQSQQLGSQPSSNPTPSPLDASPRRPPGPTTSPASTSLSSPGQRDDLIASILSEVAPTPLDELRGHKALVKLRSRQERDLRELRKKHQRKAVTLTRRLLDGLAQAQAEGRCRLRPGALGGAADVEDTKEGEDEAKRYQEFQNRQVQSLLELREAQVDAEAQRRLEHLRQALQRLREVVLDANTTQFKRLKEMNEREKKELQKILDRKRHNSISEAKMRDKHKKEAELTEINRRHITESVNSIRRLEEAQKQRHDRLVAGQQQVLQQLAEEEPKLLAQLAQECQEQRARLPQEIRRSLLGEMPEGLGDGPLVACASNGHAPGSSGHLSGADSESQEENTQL
Tn7 DDE FP: inhibitors of Tn7 peptide binding to fibrin DD(E), primary screen, biochemical, fluorescence polarization, human fibrin, Tn7 probe; inhibition, % at 8.3 µM; Fibrinogen beta chain (Homo sapiens), P02675; FP displacement of FITC-Tn7 peptide from fibrin DD(E); 0% = median of compound wells per plate; actives 0.13% (n = 370,000);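 active = inhibition above the mean of compounds falling within the control limits plus 3 SD of them, cut at about 14% in these data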;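 also: 0% = plate median of compound wells and 100% = 10 µM Aha-Tn7 peptide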
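Measure: % inhibition scaled between sample-field median and high-control FP; Test system: human fibrin DD(E); Quantity: 2 µM final DD(E) protein; Doses: one dose, 8.3 µM nominal; Schedule: compound with protein 10 min, then 3 h after probe, room temperature; Detection: fluorescence polarization; Medium: Tris buffer with calcium and detergent, pH 7.8.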
ASAP1 GAP inh: inhibitors of human ASAP1 ArfGAP activity, primary screen, biochemical, fluorescence polarization; Arf-GAP with SH3 domain, ANK repeat and PH domain-containing protein 1 (Homo sapiens), …; ASAP1-stimulated ARF1 GTP hydrolysis, GDP FP detection; inhibition, % at 16.5 µM; actives 0.19% (n = 360,000); in the data active = inhibition above about 25%;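 also: 0% = vehicle with enzyme and substrate and 100% = no enzyme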
SIAE primary: human SIAE inhibitors, primary screen, biochemical, fluorescence polarization, FP-Rh probe, 1536-well HTS; AID 1053197, 2014; SIAE FP-Rh probe binding; Sialate O-acetylesterase (Homo sapiens), Q9HAT2; inhibition, % at 9.66 µM; actives 0.69% (n = 370,000);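 active = inhibition above a cutoff: mean of compounds within the control limits plus 3 SD of those, cut at about 17% in these data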;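 also: 0% = plate median of compound wells and 100% = probe without SIAE protein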
PLC-gamma1 inh: PLC-gamma1 enzyme inhibitors, primary screen, biochemical, fluorescence, purified enzyme; actives 0.84% (n = 370,000); fluorogenic substrate; inhibition, % at 12.2 µM; in the data active = inhibition above about 9.5%
ADAM17 inh: ADAM17 inhibitors, primary screen, biochemical, QFRET; recombinant ADAM17, EDANS/DABCYL FRET peptide cleavage; inhibition, % at 6.95 µM; actives 0.83% (n = 370,000);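 active = inhibition above the mean of compounds lying between control limits plus 3 SD, set per campaign, cut at about 8.5% in these data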;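 also: 0% = DMSO-only wells as the low control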
ADAM10 inh: human ADAM10 inhibitors, primary screen, biochemical, QFRET, HTS; Disintegrin and metalloproteinase domain-containing protein 10 (Homo sapiens), O14672; recombinant ADAM10, EDANS/DABCYL FRET peptide cleavage, 3 h; inhibition, % at 7 µM; actives 0.62% (n = 370,000);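 active = inhibition above a per-campaign cutoff equal to the mean of compounds falling between control-based bounds plus 3 SD, cut at about 20% in these data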;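 also: 0% = DMSO wells while the 100% control is not disclosed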
Tn6 DDE FP: inhibitors of Tn6 peptide binding to fibrin DD(E), primary screen, biochemical, fluorescence polarization, human fibrin, Tn6 probe; actives 0.21% (n = 370,000); Fibrin DD(E) TRITC-Tn6 fluorescence polarization displacement; Fibrinogen beta chain (Homo sapiens), P02675; inhibition, % at 8.3 µM;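 active = inhibition above a per-campaign cutoff: mean of compounds within control limits plus 3 SD, cut at about 15% in these data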;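 also: 0% = median of all compound wells on the plate and 100% = blocking peptide control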
TDP2 inh: human TDP2 enzyme inhibitors, primary screen, biochemical, epi absorbance, recombinant enzyme; inhibition, % at 12.8 µM; Tyrosyl-DNA phosphodiesterase 2 (Homo sapiens), O95551; T5PNP hydrolysis, p-nitrophenol absorbance 415 nm; AID 720702, 2013; actives 0.34% (n = 370,000);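 active = inhibition above the mean of all tested compounds plus 3 SD, set per campaign, cut at about 25% in these data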;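 also: 0% = DMSO with enzyme and 100% = buffer with substrate but no TDP2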
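System: recombinant human TDP2 / Amount: 120 nM TDP2 per well / Also added: 5 mM T5PNP chromogenic substrate / Doses: 12.8 µM single point, 1% DMSO / Incubation: 2 h at 37 °C / Detection: p-Nitrophenol epi absorbance / Evaluation: % inhibition relative to enzyme-containing and enzyme-free wells / Repeats: singlicate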
Active calls of the source: *; i = inactive; & = joins results of further samples.

ARFGAP1 inhibitor	PLCb3 inh	Tn7 DDE FP	ASAP1 GAP inh	SIAE primary	PLC-gamma1 inh	ADAM17 inh	ADAM10 inh	Tn6 DDE FP	TDP2 inh	Compound
7	-25	1	10	-6	-17	-4	-7	-6	-5	CCOC(=O)C1=C(C)NC2=C(C(=O)CC(c3ccc(OC)c(OC)c3)C2)C1c1ccc(C)o1 (stereo not drawn)
12	4	3	4	2	2	1	-18	11	-9	CC(=O)C1=CCC(c2ccccc2)N(S(C)(=O)=O)C1 (stereo not drawn)
4	-22	-6	8	1	-16	3	2	0	-14	Cc1ccc2nc(/C(C#N)=N/O)[nH]c2c1
2	-25	-2	-5	1	-19	-10	-27	0	1	CN1CCc2c(sc3c2C(=O)NC(c2ccc4c(c2)OCO4)N3)C1 (stereo not drawn)
-2	-1	3	-1	16	-2	-3	1	-3	5	CCOC(=O)[C@H]1[C@H]2COc3ccc(OC)cc3[C@@H]2N2C(=O)CN(Cc3ccc(Cl)cc3)C(=O)[C@@]12C
4	-4	-1	-6	1	-2	-5	-3	0	-1	CSc1nc(N(C)C)nc(N(C#N)CCOC(C)=O)n1
-1	-139	8	2	-12	-104	-137	-476	12	1	O=C(c1coc(=O)c(Br)c1)N1CCCc2ccccc21
-5	-4	1	14	-2	2	-4	-3	-6	21	CC(C)(C)C1CCC(C(=O)NNC(=O)c2ccncc2)CC1 (stereo not drawn)
-1	-3	1	-11	-2	-1	-4	-11	-7	-5	CCOc1ccc(NS(=O)(=O)c2ccc3[nH]c(=O)c(=O)[nH]c3c2)cc1
7	-7	3	-1	0	2	-1	-1	0	6	Cc1c(C(=O)N2CCCCC2)c(S(=O)(=O)Nc2ccc(F)cc2F)c(C)n1C
-10	-3	-6	-4	-4	-2	1	1	-2	1	COc1ccc(NS(=O)(=O)c2cccc(C(=O)NCC(c3ccc(OC)cc3)N3CCOCC3)c2)cc1 (stereo not drawn)
-4	-7	-3	4	-4	-8	-1	-1	-1	-4	Fc1cccc(Nc2ncnc3sccc23)c1
4	-11	-1	4	2	-9	-2	-12	5	3	COC(=O)c1ccccc1COc1cccn2c(N(C)Cc3cccs3)c(C)nc12
7	3	-7	-7	-10	7	0	0	-8	-1	CCOC(=O)c1ccc(NC(=O)c2nc[nH]c2C(=O)N2CCN(C(=O)OC(C)(C)C)CC2)cc1
-10	-9	-3	-8	-2	1	-6	-4	1	-1	O=C(COc1cccc(Cl)c1)Nc1cc(S(=O)(=O)N2CCOCC2)ccc1N1CCOCC1
25*	-1	2	30*	-2	10*	-4	3	-2	75*	COc1ccc(C(C[N+](=O)[O-])c2c(C)[nH]n(-c3ccccc3)c2=O)cc1 (stereo not drawn)
-1	-12	-3	-2	-3	-11	-2	-12	-3	6	CC(C)Nc1nnc(SCC(=O)/C=C2\N(C)c3ccccc3C2(C)C)s1
7	1	-4	-3	-4	3	-4	-1	-1	9	O=C(O)c1ccc(NS(=O)(=O)c2cccc3nsnc23)cc1
-15	0	-3	-7	0	-2	-2	-5	-3	8	O=C(O)C1CCCN(S(=O)(=O)c2ccc(F)cc2)C1 (stereo not drawn)
-1	6	0	13	3	11*	1	5	6	1	O=S(=O)(N1CCOCC1)N1CCCN(S(=O)(=O)N2CCOCC2)CC1
6	4	4	1	0	6	-2	7	5	-14	COP(=O)(OC)C(NC(=O)Nc1ccccc1)c1ccccc1 (stereo not drawn)
5	0	-1	4	-4	2	0	-2	4	-2	CCCCNC(=O)CC1NCCNC1=O (stereo not drawn)
13	-18	2	2	-4	-5	1	6	-12	-21	COc1ccc(C2c3[nH]c4ccccc4c3CCN2C(=O)c2ccccc2C(C)=O)c(F)c1 (stereo not drawn)
-3	4	-9	14	26*	1	4	1	-2	1	COc1ccc(NC(=O)c2cc3c(Cl)nc4ccccc4c3s2)cc1OC
3	1	9	1	3	2	-2	-3	-3	1	OCC1(CCCc2ccccc2)CCN(C2CCSCC2)CC1
-1	-5	0	2	-4	0	2	-1	3	-10	O=C(Cc1ccc(Cl)cc1Cl)NC1CCCCCC1
-10	3	-1	10	-9	-1	1	2	0	1	C/C(=N\NC(=O)c1ccccc1OCCOc1ccccc1)c1ccccc1F
22	2	2	20	0	3	2	13	6	-9	COc1ccc(-c2csc(Nc3ncccc3C)n2)cc1OC
-9	2	0	9	0	0	0	7	-2	11	CCCc1nc(SCC(=O)Nc2nnc(CC)s2)c2c(C)c(C)sc2n1
-3	1	5	-1	-3	0	-4	-11	2	5	Cc1cccc(NC(=O)c2cc(S(=O)(=O)N3CCCCC3)c[nH]2)c1C
1	1	7	5	1	-3	0	2	-6	4	O=C1CC(c2ccccc2)CC(O)=C1C=NCc1ccccc1Cl (stereo not drawn)
1	2	4	-8	9	1	-4	4	2	2	Cc1ccnc(SCC(=O)O)n1
4	1	0	-4	3	2	-3	-7	-6	1	Cc1nc2ccc(S(=O)(=O)NCC(=O)Nc3cccc(F)c3)cc2s1
7	-2	-2	2	-3	2	-3	-5	2	2	COc1ccc(S(=O)(=O)N2CCOCC2)cc1C(=O)NCc1ccccc1CN1CCCC1
1	-6	-2	2	-4	2	-4	-3	-7	7	COC(=O)c1ccccc1NC(=O)Nc1c(C)n(C)n(-c2ccccc2)c1=O
-6	-425	-4	10	-5	-343	-1	0	7	-8	Nc1ccc2c(c1)C(=O)N(c1cccc3ccccc13)C2=O
-4	-4	1	6	3	4	7	-10	1	-16	CCOC(=O)c1c(C)[nH]c(C(=O)COC(=O)COc2ccccc2C=O)c1C
8	2	-5	-4	-6	2	5	12	5	-16	CC1=NN(C(=O)COc2ccccc2)C(O)(c2cccnc2)C1 (stereo not drawn)
-3	0	3	2	-3	-1	0	-4	5	2	COc1ccc(NC(=O)c2cc(S(=O)(=O)N3CCOCC3)cs2)cc1
-1	-4	-1	-6	0	-1	-4	1	3	4	O=C(NCc1ccc2c(c1)OCO2)c1ccccc1
10	3	-9	9	-3	0	-2	-8	-4	4	CCOC(=O)C1CCN(C(=O)CCn2c(=O)[nH]c3ccccc3c2=O)CC1
16	-7	1	-4	-2	1	-5	3	-2	4	Cc1sc2ncn(CC(=O)N3CCC(C(N)=O)CC3)c(=O)c2c1S(=O)(=O)N1CC(C)CC(C)C1 (stereo not drawn)
-6	2	-5	-4	3	-2	0	-5	-2	2	Cc1ccc(CC(=O)Nc2ccncc2)cc1
-5	-18	-3	2	0	-7	-6	-15	-3	-6	Cc1cc(/C=N/NC(N)=O)c(C)n1C1CCCCC1
2	-169	-2	5	-3	-124	-10	-52	-2	-3	CCOC(=O)CCC(NC(=O)c1ccc(CNc2nc3cc(C(F)(F)F)ccc3nc2C(=O)OCC)cc1)C(=O)OCC (stereo not drawn)

An excerpt from above in order of the Tn7 DDE FP value, ascending:
ARFGAP1 inhibitor	PLCb3 inh	Tn7 DDE FP	ASAP1 GAP inh	SIAE primary	PLC-gamma1 inh	ADAM17 inh	ADAM10 inh	Tn6 DDE FP	TDP2 inh	Compound
10	3	-9	9	-3	0	-2	-8	-4	4	CCOC(=O)C1CCN(C(=O)CCn2c(=O)[nH]c3ccccc3c2=O)CC1
-6	2	-5	-4	3	-2	0	-5	-2	2	Cc1ccc(CC(=O)Nc2ccncc2)cc1
16	-7	1	-4	-2	1	-5	3	-2	4	Cc1sc2ncn(CC(=O)N3CCC(C(N)=O)CC3)c(=O)c2c1S(=O)(=O)N1CC(C)CC(C)C1 (stereo not drawn)

Carrying on:
ARFGAP1 inhibitor	PLCb3 inh	Tn7 DDE FP	ASAP1 GAP inh	SIAE primary	PLC-gamma1 inh	ADAM17 inh	ADAM10 inh	Tn6 DDE FP	TDP2 inh	Compound
-2	-5	-3	3	-6	3	2	-8	5	-5	O=C(NC(=S)NC(CO)Cc1ccccc1)c1ccc(F)cc1 (stereo not drawn)
1&6	-3&5	-5&7	-4&-4	-1&-4	1&4	-7&-2	-3&-2	2&1	5&11	CCN(CC)CCNC(=O)c1ccc(NC(C)=O)cc1
-4	-188	-7	10	-5	-139	0	-6	-4	-18	CC(C)n1c(=O)nc(-c2ccccc2)c2cc3c(cc21)OCO3
-4	5	1	4	0	0	0	3	-3	0	O=C(O)c1ccc2oc(SCC(=O)N3CCCCC3)nc2c1
9	-2	-7	-1	5	1	2	5	7	5	O=C(COc1ccc2c(c1)OCO2)Nc1nccs1
7	-3	-3	-9	3	4	2	0	-5	2	COc1cc(CN2CCCCCC2)cc([N+](=O)[O-])c1O
-5	-305	6	6	-3	-263	-314	i	-1	-3	Cc1ccc2cc3cc(C(=O)NCCCN4CCCCCC4)oc3nc2c1
6	-25	-10	5	-4	-17	2	11	-4	-14	CN(C)c1ccc(C(C#N)c2ccc(Cl)cc2)nn1 (stereo not drawn)
1	-10	0	-4	-6	-3	-4	-7	-3	-10	CC(=O)Nc1ccc(S(=O)(=O)N2C(C)CCCC2C)cc1 (stereo not drawn)
-5	-4	4	5	6	-1	-3	-5	4	1	COc1ccc(C)cc1NC(=O)CO/N=C(\N)CC(=O)Nc1ccccc1OC
-3	2	6	2	-3	2	-2	2	-6	14	C=CCNc1cc(C)oc(=O)c1C(=O)CCC
0	0	0	-1	0	7	3	0	0	3	CC1(C(=O)NS(=O)(=O)c2cccc(C#N)c2)CCN1C(=O)C1(c2ccccc2)CC1 (stereo not drawn)
-5	5	-4	14	3	3	0	-10	4	-3	C=CCNC(=O)NC(=O)COC(=O)CCCSc1nc2ccccc2[nH]1
-1	4	-7	4	-1	1	1	-2	4	-6	CCOC(=O)c1c(C)oc2c1C(=O)c1ccccc1C2=O
6	-79	1	1	4	-57	-8	-10	5	18	CCC(CO)Oc1cc(NCc2ccccc2OC)c2ncn(C(C)C)c2c1 (stereo not drawn)
-9	3	-1	-5	3	1	-2	2	-7	4	CCC(C)NC(=O)N[C@@H](CCSC)C(=O)O (stereo partly drawn)
